# High-throughput results as filed in PubChem BioAssay.
# PKM2 activator = PKM2 (human) enzyme activation | Potency, µM (highest dose often 57.5 µM), without a hit: at the highest dose activation, usual class: activators | purified PKM2, Kinase-Glo ATP luminescence, activation; response scale: 0% is enzyme alone, no compound | 260,000 tested, 0.34% active | P14618; also: potency is read from the fitted curve at half-maximal effect; nearly all actives have a fitted effect of over 55% in size
#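 Purified hPK-M2 (>95% pure) converted ADP (0.1 mM final) to ATP with 0.5 mM PEP in 50 mM imidazole pH7.2, KCl, MgCl2, Tween 20, BSA; 1 h at room temperature. ATP detected by Kinase-Glo luminescence.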
# Giardia kill = kills Giardia lamblia. AID 540267. Giardia lamblia trophozoite viability. 340,000 tested, 0.15% active. activity change, % at 7.66 µM, hits read low; in the data active = activity change below about -80%; inconclusive = between about -30% and that limit;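 also: parasites exposed to compound for two days anaerobically before the ATP read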
#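 Trophozoites 100 cells/well + cpd; 48 hrs, 37 deg C, anaerobic. ATPLite 1-Step added, 15-30 min RT, luminescence read (ATP-based viability).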
# Chronic BCR inh = chronic active BCR signaling inhibition | Potency, µM (highest dose often 46.1 µM), without a hit: top-dose ratio change, negative = lower green/red ratio, most hits filed as inhibitors | ABC-DLBCL IkBa-CBG/CBR reporter, luminescence ratio, 4 h | AID 493014 | 340,000 tested, 0.05% active; active = well fitted inhibition curve with a large enough effect in the signal ratio, with a control signal flat, not every such curve was filed as active; inconclusive = small, poorly fitted or top-dose-only effect, or effect the other way, or a change in a side signal; the % refers to the signal ratio;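 also: potency is read from the fitted curve at half-maximal effect; plate controls were basal doxycycline-induced cells for no effect and cells given 10 µM MG132 for full effect; MG132 reads +100%, hits lower the ratio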
#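 Concentration-response series (up to 46 uM) were applied to TMD8 dual-reporter cells for 4 h at 37C with doxycycline. Green/red ratio, after filter-overlap correction, defined %Activity; red signal alone was normalised to basal cells and zero luminescence.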
# Eya2 inh = Eya2 (human) phosphatase inhibition; O00167; Potency, µM (highest dose often 76.9 µM), inactives show at the top dose activity, negative = inhibition, actives largely listed as inhibitors; 330,000 tested, 0.006% active; recombinant Eya2, OMFP fluorescence dephosphorylation (OMFP is methylfluorescein phosphate); also: potency is read from the fitted curve at half-maximal effect
# Target sequence (O00167 whole entry, looked up): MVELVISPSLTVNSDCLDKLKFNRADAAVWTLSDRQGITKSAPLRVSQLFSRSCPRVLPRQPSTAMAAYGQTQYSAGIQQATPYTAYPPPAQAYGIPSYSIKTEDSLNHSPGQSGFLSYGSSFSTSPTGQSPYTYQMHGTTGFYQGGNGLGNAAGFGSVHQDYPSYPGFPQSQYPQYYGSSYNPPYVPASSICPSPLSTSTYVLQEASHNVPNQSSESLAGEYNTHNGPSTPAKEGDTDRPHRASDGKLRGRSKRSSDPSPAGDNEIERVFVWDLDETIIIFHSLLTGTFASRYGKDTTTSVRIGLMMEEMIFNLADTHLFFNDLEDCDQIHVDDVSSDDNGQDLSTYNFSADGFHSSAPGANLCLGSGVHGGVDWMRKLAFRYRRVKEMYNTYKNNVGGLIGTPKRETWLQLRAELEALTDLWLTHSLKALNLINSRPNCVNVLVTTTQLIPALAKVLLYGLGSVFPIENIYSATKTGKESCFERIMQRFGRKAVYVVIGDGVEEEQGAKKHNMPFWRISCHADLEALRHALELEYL
#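 Eya2 protein (added as 0.2 uM solution) was preincubated with compound for 10 min at ambient temperature in 50 mM HEPES pH 7.5, 50 mM NaCl, 5 uM MgCl2, 0.05% BSA, 1 mM DTT. OMFP (added at 50 uM) then reacted 10 min; fluorescence read at 485/525 nm.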
# B2AR arrestin = agonists driving beta-arrestin recruitment to human beta2-adrenergic receptor | Potency, µM (series often up to 46.1 µM), for inactives: at the top dose activation, hits mostly activators | P07550 | beta-arrestin recruitment to beta2AR, cell-based reporter | 330,000 tested, 0.02% active;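 also: potency is read from the fitted curve at half-maximal effect; 0% = DMSO controls and full agonism = EC100 isoproterenol or metaproterenol; nearly all actives have a fitted effect of over 65% in size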
# GALK inhibitor = inhibitors of human galactokinase; 270,000 tested, 0.007% active; Purified GALK, Kinase-Glo residual ATP luminescence; AID 1868; Potency, µM (top dose mostly 57.5 µM), for the others: at the highest dose activity change, negative = inhibition, most hits filed as inhibitors; P51570; also: potency is read from the fitted curve at half-maximal effect
#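 Human GALK (5 nM) with 35 uM ATP and 100 uM galactose in 20 mM HEPES pH 8.0, 5 mM MgCl2, 60 mM NaCl, 1 mM DTT, 0.01% BSA. After 1 h at room temperature, leftover ATP was read by Kinase-Glo Plus luminescence.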
# uPA generation = inhibitors of cell surface uPA generation; cell surface uPA generation assay, qHTS; Potency, µM (top dose mostly 38.3 µM), without a hit: at the top dose activity change, negative = inhibition, usual class: inhibitors; 330,000 tested, 0.31% active; AID 540303; active = well fitted inhibition curve with a large enough effect; inconclusive = small, poorly fitted or top-dose-only effect; inactive = no such curve, though single readings can be large or run the other way; tested in mouse RAW 264.7 cells; also: potency is read from the fitted curve at half-maximal effect; nearly all actives have a fitted effect of over 55% in size
# KCNH2 3.1 inh = KCNH2 3.1 (human) potassium channel inhibition; U2OS KCNH2 3.1, thallium flux FluxOr; hits give low values; AID 720553; 340,000 tested, 0.95% active; activity change, % (tested at about 1.8 µM);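 active = maximum activity change below -70%; inconclusive = maximum activity change from -70% to -50%; inactive = maximum activity change above -50%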;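 also: thallium influx rate constant from kinetic fluorescence after stimulation buffer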
#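 Kinetic fluorescence (2 min after stimulation buffer) measures Tl+ influx through KCNH2 3.1 expressed by viral transduction in U2OS cells; the rate constant is normalized against DMSO controls serving as positive and negative references.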
# USP2a inh = USP2a (human) protease inhibition; USP2 core, Ub-CHOP2 coupled fluorogenic reporter, 485/531; Potency, µM (titrated, usually from 38.3 µM), inactives show at the highest dose activity change, negative = inhibition, usual class: inhibitors; 330,000 tested, 0.01% active; AID 463254;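 also: potency is read from the fitted curve at half-maximal effect; plate controls were DMSO wells for no effect and full inhibition by NEM control for full effect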
#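 Cell-free coupled assay: 10nM USP2 core preincubated 30min RT with compound in Tris-HCl pH 8.0/CaCl2/CHAPS buffer, then 25nM Ub-CHOP2 and 25nM reporter substrate; fluorescence (Ex 485/Em 531) read after 60min RT, normalized to NEM inhibition, concentration-response curves fitted.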
# KCNH2 WT inh = blocks the wildtype human KCNH2 potassium channel; Q12809; 340,000 tested, 0.37% active; U2OS, BacMam KCNH2, thallium flux FluxOr; hits give low values; activity change, % at 1.84 µM;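 active = maximum activity change below -70%; inconclusive = maximum activity change between -70% and -50%; inactive = maximum activity change above -50%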
#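 U2OS cells were transduced with wild-type KCNH2 virus (2.03 x 10^8 / mL) for 4 h at room temperature, then cultured overnight at 37 C. Thallium flux was read with FluxOr dye. Rate constants were normalized to DMSO controls.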
# FBPA coupling cs = coupling enzyme interference in Giardia aldolase counter-screen. coupling enzyme system counterscreen, AmpLite Red fluorescence. activity change, negative = inhibition, % at 58.2 µM, hits read low. 290,000 tested, 0.67% active; in the data active = activity change below about -30%
#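 Compounds tested against the coupling enzymes alone at 57.5 uM final; readout was AmpLite Red fluorescence (525/598 nm) after 20 min at RT.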
# Starred values were filed as active, the others as inactive; ? = inconclusive; nt = not tested or not shown. Unless noted, calls follow the shape of the dose curve; as a rule, active = well fitted curve in the direction sought with a large enough effect; inconclusive = small, poorly fitted or top-dose-only effect, or another doubt; inactive = no such curve, though single readings can be large; an effect the other way counts as inactive or inconclusive. Unless noted, % is scaled to controls: 0 for no effect and ±100 for the full control effect.
No.	smiles	KCNH2 WT inh	KCNH2 3.1 inh	Chronic BCR inh	USP2a inh	PKM2 activator	FBPA coupling cs
1	Cc1c(C(=O)NCc2cccnc2)sc2ncn(CC(=O)N3CCCCC3C)c(=O)c12 (stereo unspecified)	5	-14	-10%	1%	-2%	2
2	O=C(Cn1cnc2c(nnn2Cc2ccc(Cl)cc2)c1=O)c1ccccc1	-12	-3	-11%	2%	3%	4
3	Cc1ccc(C(=O)N2CCOCC2)cc1S(=O)(=O)Nc1cccc(C)c1C	-6	1	-16%	0%	-3%	-1
4	N#CCC(=O)Nc1ccc(C(=O)NNC(=O)CCN2CCN(c3ccccc3)CC2)cc1	6	5	-1%	-1%	nt	nt
5	COc1ccc(CC(=O)N2CCN(c3ccccc3)CC2)cc1	-2	6	2%	4%	14%	1
6	CCOC(=O)C(Cc1ccc(O)cc1)NC(=O)CCc1c[nH]c2ccccc12 (stereo unspecified)	-14	1	-5%	5%	nt	1
7	CC(OC(=O)c1ccccn1)C(=O)Nc1ccc2c(c1)OCCO2 (stereo unspecified)	-1	9	-1%	4%	nt	nt
8	CC1(C)Cc2cccc(C(=O)Nc3ccncc3)c2O1	-2	-10	-3%	-6%	?	0
9	CC(Oc1ccccc1)C(=O)Nc1ccc(S(=O)(=O)N2CCN(C)CC2)cc1 (stereo unspecified)	16	-3	2%	1%	nt	nt
10	COc1ccc(CNC(=O)CNC(=O)c2cccs2)c(OC)c1	-3	8	?	-3%	nt	nt
11	Cc1ccc(-n2cnc3c(sc4nccc(N(C)C)c43)c2=O)cc1	-7	0	1%	3%	-1%	-8
12	CCOC(=O)c1c(C)[nH]c(C)c1C(=O)CSc1nncs1	-3	7	-6%	2%	1%	-1

No.	GALK inhibitor	B2AR arrestin	Giardia kill	uPA generation	Eya2 inh
1	-1%	0.0%	-9	6%	12%
2	-2%	0.5%	13	-3%	-1%
3	1%	-1.1%	22	3%	0%
4	nt	-0.2%	-4	12%	-9%
5	-5%	0.2%	-2	20%	-9%
6	nt	-0.3%	1	13%	2%
7	nt	0.1%	-5	16%	5%
8	nt	-0.6%	11	2%	0%
9	nt	12%	-10	-12%	-3%
10	5%	0.2%	-18	4%	3%
11	4%	0.5%	-28	7%	27%
12	-1%	-0.1%	-10	-3%	-6%

# Some of these compounds in order of heavy-atom count, falling.
No.	smiles	KCNH2 WT inh	KCNH2 3.1 inh	Chronic BCR inh	USP2a inh	PKM2 activator	FBPA coupling cs
4	N#CCC(=O)Nc1ccc(C(=O)NNC(=O)CCN2CCN(c3ccccc3)CC2)cc1	6	5	-1%	-1%	nt	nt
1	Cc1c(C(=O)NCc2cccnc2)sc2ncn(CC(=O)N3CCCCC3C)c(=O)c12 (stereo unspecified)	5	-14	-10%	1%	-2%	2
9	CC(Oc1ccccc1)C(=O)Nc1ccc(S(=O)(=O)N2CCN(C)CC2)cc1 (stereo unspecified)	16	-3	2%	1%	nt	nt
3	Cc1ccc(C(=O)N2CCOCC2)cc1S(=O)(=O)Nc1cccc(C)c1C	-6	1	-16%	0%	-3%	-1
11	Cc1ccc(-n2cnc3c(sc4nccc(N(C)C)c43)c2=O)cc1	-7	0	1%	3%	-1%	-8
5	COc1ccc(CC(=O)N2CCN(c3ccccc3)CC2)cc1	-2	6	2%	4%	14%	1
12	CCOC(=O)c1c(C)[nH]c(C)c1C(=O)CSc1nncs1	-3	7	-6%	2%	1%	-1
8	CC1(C)Cc2cccc(C(=O)Nc3ccncc3)c2O1	-2	-10	-3%	-6%	?	0

No.	GALK inhibitor	B2AR arrestin	Giardia kill	uPA generation	Eya2 inh
4	nt	-0.2%	-4	12%	-9%
1	-1%	0.0%	-9	6%	12%
9	nt	12%	-10	-12%	-3%
3	1%	-1.1%	22	3%	0%
11	4%	0.5%	-28	7%	27%
5	-5%	0.2%	-2	20%	-9%
12	-1%	-0.1%	-10	-3%	-6%
8	nt	-0.6%	11	2%	0%

# Next entries follow.
No.	smiles	KCNH2 WT inh	KCNH2 3.1 inh	Chronic BCR inh	USP2a inh	PKM2 activator	FBPA coupling cs
13	CCOC(=O)C1(C)NC(c2cccs2)C2C(=O)N(c3ccc(C)cc3)C(=O)C21 (stereo unspecified)	29	-1	-14%	-3%	-1%	3
14	O=C(Nc1cccc(-c2nc3ccccc3c(=O)o2)c1)c1ccccc1	4	-2	?	1%	6%	7
15	Cc1cccc(CSc2ncnc3ccccc23)c1	7	-7	2%	1%	19%	2
16	O=C(CCCN1C(=O)c2ccccc2C1=O)NC1=NCCS1	4	6	6%	?	0%	1
17	O=C(Nc1ccc(Cl)cc1)c1nc[nH]c1C(=O)NCc1ccccc1	-6	4	15%	-7%	nt	nt
18	O=C(COC(=O)CCS(=O)(=O)c1ccc(F)cc1)NC1CCCCC1	-16	-13	1%	1%	nt	nt
19	COCC(=O)OCC(=O)Nc1ccccc1-c1ccccc1	2	4	3%	0%	0%	2

No.	GALK inhibitor	B2AR arrestin	Giardia kill	uPA generation	Eya2 inh
13	4%	0.1%	3	1%	1%
14	-2%	-0.2%	3	0%	10%
15	7%	4.8%	9	1%	2%
16	2%	-2.0%	7	-5%	-12%
17	nt	0.5%	-7	-19%	-4%
18	nt	0.0%	-30	19%	9%
19	1%	-0.1%	29	-2%	4%

# The order is random. Share with any hit: about 2.4%.
